# Compound activity (PubChem BioAssay)
# SRC3 TRFRET art = flags TR-FRET format artefacts in PPARgamma SRC-3 recruitment agonist screen; TR-FRET artefact counter-screen, PPARgamma/SRC-3 format; active compounds read high; AID 1048; hit rate 0.39% among 99,000; TR-FRET ratio at 8 µM; in the data active means TR-FRET ratio above about 2000; further: inactives centre near 1600; reference of the scale not given here
# SRC1 TRFRET art = flags TR-FRET format artefacts in PPARgamma SRC-1 recruitment agonist screen. TR-FRET detection artefact counter-screen, emission ratio; active compounds read high. TR-FRET ratio at 8 µM. hit rate 0.34% among 99,000. AID 1051; in the data active means TR-FRET ratio above about 2300; further: inactives centre near 1800; reference of the scale not given here
# The depositor's hits bear a star.
SMILES,SRC3 TRFRET art,SRC1 TRFRET art
O=C1C2C3C=CC(C4CC34)C2C(=O)N1/N=C/c1ccc(-c2ccc([N+](=O)[O-])cc2)o1 (stereo not drawn),1457,1706
COc1ccc(CC(=O)OCC(=O)Nc2cccnc2Cl)cc1OC,1661,1994
NS(=O)(=O)c1cccc(NC(=O)CSc2nc3ccccc3n2-c2ccccc2)c1,1546,2150
CC(=O)Nc1ccc(OCC(=O)NCCc2ccccc2)cc1,1506,1695
Cc1cc(C)c[n+](-c2nc3ccccc3nc2[N-]S(=O)(=O)c2cccs2)c1,1537,1783
COc1cc(C(=O)NCC(=O)OCCN2C(=O)c3ccccc3C2=O)cc(OC)c1OC,1380,1853
CC(=O)c1ccc(S(=O)(=O)Nc2ccc(-c3ccc4nnc(C)n4n3)cc2)cc1,1639,1904
Cc1ccc(C)c(NC(=S)NC23CN4CN(CN(C4)C2)C3)c1,1412,1673
O=[N+]([O-])c1cc2c(cc1/C=N/NS(=O)(=O)c1ccc(Br)cc1)OCO2,1486,1969
Nn1c(SCC(=O)NCc2ccccc2)nncc1=O,1541,1863
Brc1ccc(OCc2cn3ccccc3n2)cc1,1289,1912
CCCCCCNC(=O)CCNS(=O)(=O)c1ccc(C)cc1,1460,1628
CC(C)C(=O)OCC(=O)Nc1ccc(N=Nc2ccccc2)cc1,1571,1900
COC(=O)Cc1csc(Nc2ccccc2Cl)n1,1412,1943
CC(C)N(C(=S)NC1CC2CCC1C2)c1ccccc1 (stereo not drawn),1377,1582
CCc1ccc(NC(=O)CN2C(=O)C(=O)N(Cc3ccccc3)C2=O)cc1,1432,1748
COc1ccc(C(=O)NNC(=O)c2ccccc2[N+](=O)[O-])cc1[N+](=O)[O-],1611,1770
Cc1cc(-c2n[nH]c(=S)n2/N=C/c2ccc(Cl)c([N+](=O)[O-])c2)n[nH]1,1693,1627
Cc1ccc(C(=O)OCCn2cc(C#N)c(=O)[nH]c2=O)cc1,1766,1942
CCc1nnc2cccc(Cl)n12,1519,1630
Cn1c(=O)n(C)c2cc([N+](=O)[O-])c(N3CCN(C(=O)c4cccc(F)c4)CC3)cc21,1636,1869
CC(C)c1ccc(NC(=O)c2n[nH]c(=O)c3ccccc23)cc1,1605,1650
N#Cc1c(NC(=O)C2CC2)sc2c1CCCCC2,1573,1833
COc1ccccc1NC(=O)C(=O)NCc1ccccc1Cl,1593,1984
c1ccc2sc(SN3CCOCC3)nc2c1,1691,1729
CC(C)c1nc(-c2ccc([N+](=O)[O-])cc2)cs1,1519,1888
COC(=O)c1sc2nc(C)cc(C)c2c1N,1645,1850
Nc1cc(=O)[nH]c(=O)n1CC1CC1,1486,2025
CCOC(=O)C1(Cc2ccc(OC)cc2)CCN(C(=O)CCc2cccnc2)CC1,1677,1662
CC(=O)c1sc(NC(=O)C2=NN(c3ccccc3)C(=O)CC2)nc1C,1753,2028
CCOC(=O)C1=C(O)/C(=C/c2cc(OC)c(O)c(OC)c2)SC1=Nc1ccc(OC)cc1,1440,1965
Cc1ccc2cccc(N)c2n1,1720,1725
CCCN1CCC(NC(=O)CCc2nnc(Cc3cc(OC)ccc3OC)o2)CC1,1549,2018
O=C(CNC(=O)c1cccs1)NCC(=O)OCc1ccc(F)cc1,1504,1485
O=C(N/N=C/c1ccco1)c1cc([N+](=O)[O-])cc([N+](=O)[O-])c1,1506,1616
CCOC(=O)c1sc(NC(=O)/C=C/c2ccc(F)cc2)nc1C,1475,1734
CC1=C(C(=O)OCC(C)C)C(c2ccsc2)C2=C(CCCC2=O)N1 (stereo not drawn),1470,1686
C=CCNC(=O)Nc1ccc(F)cc1F,1382,1684
Cc1ccc(C(C(=O)NC2CCCCC2)N(Cc2ccccc2)C(=O)Cc2c[nH]c3ccccc23)o1 (stereo not drawn),1592,2069
CCCCCOC(=O)C1C(c2ccccc2)C(C(=O)O)C1c1ccccc1 (stereo not drawn),1656,1958
CCOC(=O)/C(C#N)=C/Nc1ccccc1NS(=O)(=O)c1cccc(C(C)=O)c1,1730,2105
COCC(C)NC(=O)CCS(=O)(=O)c1nc(-c2ccc(OC)cc2)cc(C(F)(F)F)n1 (stereo not drawn),1493,2048
CCCc1nnc(SCC(=O)N2CCCC(C)C2)n1CCOC (stereo not drawn),1611,1870
Cc1ccc(SCC(=O)Nc2ccc(S(=O)(=O)Nc3nccs3)cc2)cc1,1775,1913
CCN1CC(CN(C)Cc2nc(COc3ccccc3)no2)CC1=O (stereo not drawn),1571,1525

# Fetched by compound from the entries so far:
SMILES,SRC3 TRFRET art,SRC1 TRFRET art
CC1=C(C(=O)OCC(C)C)C(c2ccsc2)C2=C(CCCC2=O)N1 (stereo not drawn),1470,1686
CCCc1nnc(SCC(=O)N2CCCC(C)C2)n1CCOC (stereo not drawn),1611,1870
CCCN1CCC(NC(=O)CCc2nnc(Cc3cc(OC)ccc3OC)o2)CC1,1549,2018
CCOC(=O)/C(C#N)=C/Nc1ccccc1NS(=O)(=O)c1cccc(C(C)=O)c1,1730,2105
Cc1ccc(SCC(=O)Nc2ccc(S(=O)(=O)Nc3nccs3)cc2)cc1,1775,1913
O=C(CNC(=O)c1cccs1)NCC(=O)OCc1ccc(F)cc1,1504,1485
CCN1CC(CN(C)Cc2nc(COc3ccccc3)no2)CC1=O (stereo not drawn),1571,1525

# The list goes on:
SMILES,SRC3 TRFRET art,SRC1 TRFRET art
COC(=O)COc1cccc2c(=O)n(CC(=O)NCc3ccc(F)cc3)ccc12,1449,2103
CN(C)S(=O)(=O)Oc1ccsc1C(=O)Nc1ccc(C(F)(F)F)cc1,1442,1615
Cc1nn(C(C)C(=O)N2CCc3ccccc3C2)c(=O)c2cc3occc3n12 (stereo not drawn),1710,1723
OCCCc1cn(-c2ccccc2)c2ccccc12,1354,1711
CCN1C(=O)CC(C(=O)NCCc2ccc(S(N)(=O)=O)cc2)SC1=Nc1ccc(OC)cc1 (stereo not drawn),1830,2089
COc1ccc(/C=N/N=C2/NC(=O)CC(C(=O)O)S2)cc1 (stereo not drawn),1707,2017
COc1ccccc1CN1C[C@@H]2C[C@@H](c3ccc(C)c(C)c3)N3CCC[C@@]23C1=O,1355,1504
CCOP(=O)(OCC)c1nc(-c2ccc(Cl)cc2Cl)oc1N1CCOCC1,1697,1981
Cc1ccc(CC(=O)Nc2ccc([N+](=O)[O-])cc2C)cc1,1650,1933
CC(C)c1ccc(NC(=O)COC(=O)/C=C/c2cccc([N+](=O)[O-])c2)cc1,1579,1690
CCCCNC(=O)N(C)c1nncnc1C(=O)NC,1423,1907
Cc1nnc2n(-c3ccccc3)c(=O)c3c4c(sc3n12)CCCC4,1738,1879
Fc1ccc(CSc2ncnc3c2oc2ccccc23)cc1,1683,2218
CCCCCC(=O)NNC(=O)c1c(O)c2ccccc2n(CC)c1=O,1322,1692
CC(C)OCCCNC(=S)NNC(=O)C(c1ccccc1)c1ccccc1,1576,1829
COc1cccc2cc(C(C)N(CCCN3CCOCC3)C(=S)Nc3cccc(C)c3)oc12 (stereo not drawn),1652,1722
Cc1c(C(=O)OCCOc2ccc(Br)cc2)sc(=S)n1C,1773,1910
CN(C)CCOc1ccc2c(c1)Sc1ccccc1CC2=O,1616,1851
NC(N)=NC1=NC(=O)/C(=C/c2ccccc2-n2cccn2)S1,1572,1782
COc1cccc(NC(=O)OCCN2CCN(Cc3ccccc3)CCC2=O)c1,1524,1761
O=C(COc1cccc2c1CCN(Cc1ccc(Cl)cc1)C2=O)N1CCOCC1,1541,1632
C=CCNC(=O)Nc1ccc(Cl)cn1,1767,1897
CCc1ccc2[nH]c(=O)c(CN(Cc3ccco3)C(=S)NCC3CCCO3)cc2c1 (stereo not drawn),1271,1605
CC1CCCCC1NC(=O)Cn1nc(-c2ccccc2)ccc1=O (stereo not drawn),1602,1922
CCn1cc(C(=O)O)c(=O)c2cc(F)c(N3CCN(S(=O)(=O)c4ccc(Br)cc4)CC3)cc21,1514,1720
Cc1cc([N+](=O)[O-])nn1CCCC(=O)NCc1ccccc1,1847,1948
C=CCNC(=O)Nc1ccc(Br)cc1Cl,1648,1718
CC(C)C(=O)Nc1ccc([N+](=O)[O-])cc1Br,1663,2000
CC(C)CC(=O)N=C1SC2CS(=O)(=O)CC2N1Cc1ccccc1 (stereo not drawn),1748,2087
CC1(C)CC(=O)C(N=Nc2cc3c(cc2[N+](=O)[O-])OCCO3)=C(O)C1,1582,1790
CCCCN(C(=O)c1cc2ccccc2o1)c1c(N)n(CCC)c(=O)[nH]c1=O,1727,2103
Fc1ccc(-c2cc(C(F)(F)F)nc(NCC3CCCO3)n2)cc1 (stereo not drawn),1608,1905
Fc1ccccc1Cn1cnc(NC(=S)NCCc2ccccc2)n1,1431,2058
O=C(O)Cc1cn(Cc2ccc(F)cc2)c2ccccc12,1534,1600
CC(C)(C)NS(=O)(=O)c1cc(C(=O)O)ccc1Cl,1745,1932
CC1CCN(c2ccc(C(=O)NCc3ccc4c(c3)OCO4)cc2[N+](=O)[O-])CC1,1626,1936
Cc1ccc(C(OCC(C)(C)C[N+](C)(C)C)c2ccccc2)cc1 (stereo not drawn),1646,1626
O=C(CCCN1C(=O)/C(=C/c2cccs2)SC1=S)Nc1ccc(O)c(C(=O)O)c1,1408,1821
CCN(CC)CCn1c(=N)n(CC(O)c2ccc(OC)c(OC)c2)c2ccccc21 (stereo not drawn),1719,1774
C=CCn1c2ccccc2c2nnc(SCc3[nH]c(=O)[nH]c3C(=O)CCCCC(=O)OCC)nc21,1358,1848
COC(=O)c1ccc(CNC(=O)COC(=O)CCC2CCCC2)cc1,1617,1754
CCSc1ccc(-c2nn(-c3ccccc3)cc2/C=C(/C#N)C(=O)NCCCOC)cc1,1568,1731
CCN1CCN(Cc2nc3c(c(=O)n(C)c(=O)n3C)n2CCc2ccccc2)CC1,1733,1911
O=C(NNC(=S)NC(=O)c1cn(-c2ccccc2)nc1-c1ccccc1)c1ccncc1,1534,1910
CCN1CCN(CC(O)COCC2COc3ccccc3O2)CC1 (stereo not drawn),1490,1745
Cc1nn2c3ccccc3nc2n(C)c1=O,1481,1932
CC(/C=N\NC(=O)c1cc(C)oc1C)=C\c1ccccc1,1685,1810
NS(=O)(=O)c1ccc(CCNc2cc(=O)n(Cc3ccc(F)cc3)c(=O)[nH]2)cc1,1715,1762
C[C@@H]1NC(=O)c2cc([N+](=O)[O-])cc(I)c2OCC[C@@H](C(N)=O)NC(=O)[C@H](CCC(=O)O)NC1=O,1398,1599
O=C(NC1CC1)C1CCN(C2CCN(C(=O)CCOc3ccccc3)CC2)CC1,1555,1804
COC(=O)Cc1ccc(O)c(N)c1,1661,1855
O=C(c1cccnc1)n1nc(-c2ccco2)nc1NCc1cccs1,1734,2040
O=C(NCCCNC(=O)c1ccccn1)c1ccccn1,1873,1594
O=C(NC1CCN(Cc2ccccc2)CC1)C1CCN(S(=O)(=O)c2cccc3cccnc23)CC1,1613,2060
Cc1ccc(NC(=O)COC(=O)COc2ccc(Cl)cc2C)c([N+](=O)[O-])c1,1413,1640
COc1ccc(C(=O)N2N=C(c3cccc(OC)c3)CC2(O)C(F)(F)F)cc1 (stereo not drawn),1872,1950
CC1CCCN(c2nc(NCc3ccco3)nc(N)c2[N+](=O)[O-])C1 (stereo not drawn),1495,1733
COc1ccc(-n2c3c(c(=O)[nH]c2=O)C(NC(C)=O)(C(F)(F)F)C(=O)N3)cc1 (stereo not drawn),1341,1762
CC(C)(C)C1CCC(=NNC(=O)CN(c2ccccc2)S(C)(=O)=O)CC1 (stereo not drawn),1448,1895
O=S(=O)(c1ccccc1F)N1CCN(c2nc3ccccc3s2)CC1,1606,1981

# Shown with bars between the fields: entries from further up.
Compound | SRC3 TRFRET art | SRC1 TRFRET art
NS(=O)(=O)c1ccc(CCNc2cc(=O)n(Cc3ccc(F)cc3)c(=O)[nH]2)cc1 | 1715 | 1762
CC(/C=N\NC(=O)c1cc(C)oc1C)=C\c1ccccc1 | 1685 | 1810
C[C@@H]1NC(=O)c2cc([N+](=O)[O-])cc(I)c2OCC[C@@H](C(N)=O)NC(=O)[C@H](CCC(=O)O)NC1=O | 1398 | 1599
CC(C)(C)C1CCC(=NNC(=O)CN(c2ccccc2)S(C)(=O)=O)CC1 (stereo not drawn) | 1448 | 1895
CC1CCCN(c2nc(NCc3ccco3)nc(N)c2[N+](=O)[O-])C1 (stereo not drawn) | 1495 | 1733
O=C(NC1CC1)C1CCN(C2CCN(C(=O)CCOc3ccccc3)CC2)CC1 | 1555 | 1804
COc1ccc(C(=O)N2N=C(c3cccc(OC)c3)CC2(O)C(F)(F)F)cc1 (stereo not drawn) | 1872 | 1950

# Additional entries:
SMILES,SRC3 TRFRET art,SRC1 TRFRET art
Cc1cc(C)c(NC(=O)Cc2ccc(-n3cccc3)cc2)c(C)c1,1598,1632
O=C(NCC1(c2ccccc2)CCCC1)c1ccc(Br)o1,1419,1578
CCOc1ccc(NC(=S)NCc2nc3ccccc3[nH]2)cc1,1480,1964
CN(C)S(=O)(=O)N1CCN(S(=O)(=O)N2CCOCC2)CC1,1738,1856
O=C(NCc1cccs1)C1CCCN1C(=O)Nc1cccc(F)c1 (stereo not drawn),1687,1836
CCOC(=O)c1ccccc1NC(=O)c1cn(-c2ccc(C)c(C)c2)c(=O)c2ccccc12,1904,1817
CC(=O)Nc1cccc(NC(=O)CSc2ccc3nnc(CCNC(=O)c4ccccc4)n3n2)c1,1655,2041
CCCC[C@@H]1C[C@H]1[C@@H](NC(=O)c1ccco1)c1ccc(Cl)cc1,1583,1787
O=c1c(Cc2c(F)cccc2Cl)c(O)ccn1Cc1ccc(F)cc1,1621,1558
CS(=O)(=O)Nc1ccc(C2=NN(C(=O)c3ccco3)C(c3cccc(F)c3)C2)cc1 (stereo not drawn),1486,1684
Cc1c(C(=O)NCCCn2ccnc2)oc2ccccc12,1531,1958
CCS(=O)(=O)NCCNc1ccc([N+](=O)[O-])cc1,1452,1828
COc1ccc(C2=CSC3=NNC4(CCCCC4)NN23)cc1,1532,1434
COc1ccccc1N(C)S(=O)(=O)c1ccc(C(=O)Nc2nc(C)cs2)cc1,1778,1592
Oc1c(C=C2N=c3ccccc3=N2)sc(=S)n1-c1ccccc1,1611,1805
CC(=O)Cn1ncc(Br)c(Br)c1=O,1527,1747
N=C1S/C(=C\c2ccco2)C(=O)N1c1ccc2c(c1)OCO2,1625,1765
Cc1ccc(C(=S)N2CCN(Cc3ccccc3)CC2)s1,1409,1875

# Some of the compounds tested (hit frequency here may not be typical).
